High-throughput results: PubChem, Sanford-Burnham Center for Chemical Genomics
beta cell repl: MIN6 beta-cell proliferation induction | proliferation, % at 10 µM | MIN6 cells proliferation, ATPlite luminescence, 48 h; cells starved in 0.2% serum; 100% = growth in 10% serum | hit rate 0.29% among 330,000;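 active = compounds whose signal lies at least 3.5 SD above the mean of all wells on their plate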;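 note: 0% = DMSO-treated cells in low-serum medium and 100% = 10% serum control; some compounds called inactive have numbers as strong as hits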
hIAP act: increases human intestinal alkaline phosphatase activity. P09923. purified human IAP, CDP-Star luminescence, 30 min; active compounds read high; 1 = vehicle-only enzyme, 0 = enzyme-free background. activation factor at 10 µM. hit rate 0.16% among 330,000;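 active = activation factor of the enzyme at least 2-fold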; note: the source names both 10 and 20 µM as test concentration; values of inactives mirror those of a sister screen read the other way
Target sequence (P09923 whole entry, looked up): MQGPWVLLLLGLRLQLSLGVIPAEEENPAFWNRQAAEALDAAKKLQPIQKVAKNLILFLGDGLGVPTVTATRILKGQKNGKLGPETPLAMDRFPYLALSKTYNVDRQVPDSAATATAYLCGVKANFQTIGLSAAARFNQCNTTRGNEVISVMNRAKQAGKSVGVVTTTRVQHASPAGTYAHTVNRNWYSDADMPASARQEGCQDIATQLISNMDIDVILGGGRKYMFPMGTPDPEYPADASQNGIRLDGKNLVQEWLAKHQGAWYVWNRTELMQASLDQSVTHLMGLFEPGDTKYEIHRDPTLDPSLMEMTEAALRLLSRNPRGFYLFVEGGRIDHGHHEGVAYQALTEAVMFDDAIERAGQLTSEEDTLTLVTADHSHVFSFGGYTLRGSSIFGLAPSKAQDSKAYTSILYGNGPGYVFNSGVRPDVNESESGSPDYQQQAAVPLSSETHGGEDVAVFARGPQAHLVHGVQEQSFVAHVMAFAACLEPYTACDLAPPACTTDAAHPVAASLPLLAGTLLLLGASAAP
mIAP block: blocks mouse intestinal alkaline phosphatase; purified mouse IAP, CDP-Star luminescence, 30 min; inhibition, % at 10 µM; hit rate 0.2% among 330,000; AID 2806;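 active = inhibition of at least 40% at 10 µM in the primary screen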;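 note: plate controls were DMSO with enzyme for no effect and no enzyme wells for full effect; values of inactives mirror those of a sister screen read the other way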
APOBEC3G inh: APOBEC3G (human) deaminase inhibition | recombinant A3G, ssDNA deamination FAM/TAMRA fluorescence | inhibition, % at 20 µM | hit rate 0.28% among 330,000;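 active = inhibition of at least 40% at 20 µM, with no more than 30% in the related APOBEC3A deaminase screen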;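 note: plate controls were DMSO wells with A3G for no effect and wells lacking A3G enzyme for full effect; some compounds called inactive have numbers as strong as hits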
Target sequence (Q9HC16 whole entry, looked up): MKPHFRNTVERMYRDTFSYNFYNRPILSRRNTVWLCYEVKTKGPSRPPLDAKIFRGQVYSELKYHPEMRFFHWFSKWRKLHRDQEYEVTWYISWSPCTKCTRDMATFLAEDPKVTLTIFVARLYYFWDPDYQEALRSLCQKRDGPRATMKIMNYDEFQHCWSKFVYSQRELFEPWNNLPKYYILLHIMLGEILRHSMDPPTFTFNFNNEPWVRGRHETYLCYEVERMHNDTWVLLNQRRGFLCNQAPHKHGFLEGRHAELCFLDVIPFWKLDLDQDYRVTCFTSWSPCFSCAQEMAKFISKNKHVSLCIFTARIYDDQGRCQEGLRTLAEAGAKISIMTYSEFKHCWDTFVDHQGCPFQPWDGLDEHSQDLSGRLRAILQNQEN
MPTP inh: permeability transition pore inhibition; isolated mouse mitochondria, Ca2+ swelling absorbance, 30 min; AID 602449; inhibition, % at 10 µM; hit rate 1.4% among 360,000;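 active = inhibition of 50% or more, scaled per plate between neutral and stimulator controls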;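 note: 0% = DMSO wells given calcium and 100% = 1 mM EGTA wells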
hIAP inh: blocks human intestinal alkaline phosphatase; inhibition, % at 10 µM; P09923; purified IAP, CDP-Star luminescence, 30 min; hit rate 0.12% among 330,000; AID 2544;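 active = inhibition reaching a set limit with compound at 10 µM in the primary screen, cut at about 35% in these data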;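 note: plate controls were DMSO wells with enzyme for no effect and no-enzyme buffer wells for full effect; values of inactives mirror those of a sister screen read the other way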
A3A deaminase: human APOBEC3A DNA deaminase inhibition; P31941; recombinant A3A, FAM/TAMRA ssDNA deamination fluorescence; inhibition, % at 20 µM; hit rate 0.41% among 330,000; AID 493011;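 active = at least 40% inhibition at 20 µM here, with at most 30% in a related deaminase screen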;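 note: plate controls were A3A with DMSO for no effect and wells lacking A3A enzyme for full effect; some results filed as inactive read as strong as hits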
Target sequence (P31941 whole entry, looked up): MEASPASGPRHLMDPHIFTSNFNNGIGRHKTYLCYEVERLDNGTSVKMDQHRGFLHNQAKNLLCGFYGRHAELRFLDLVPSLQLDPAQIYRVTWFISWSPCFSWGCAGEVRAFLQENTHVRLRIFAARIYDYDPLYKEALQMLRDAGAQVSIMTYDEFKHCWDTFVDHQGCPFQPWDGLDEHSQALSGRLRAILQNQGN
mIAP activ: increases mouse intestinal alkaline phosphatase activity; muIAP, CDP-Star luminescence, 30 min; active compounds read high; 1 = vehicle-only enzyme signal, 0 = enzyme-free wells; activation factor at 10 µM; hit rate 0.24% among 330,000;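 active = activation factor of at least 2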; note: the source names both 10 and 20 µM as test concentration; values of inactives mirror those of a sister screen read the other way
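also added = chemiluminescent substrate CDP-Star | test system = mouse IAP enzyme | signal = chemiluminescence readout | compound = DMSO-dissolved test compounds | incubation = 30 min at room temperature | benchmarks = DMSO wells, no-enzyme wells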
GRIN3A LBD mod: NR3A (human) ligand-binding domain modulation; NR3A LBD differential scanning fluorimetry, Tm shift; 0% = protein alone, 100% = glycine-bound protein; Tm shift relative to glycine control, % at 25 µM; hit rate 2.5% among 340,000; AID 1259313;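 active = melting temperature shift of at least 10% of the positive control shift, at one fixed dose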
* hit, by the source's call; . = not tested or not shown.

SMILES	beta cell repl	hIAP act	mIAP block	APOBEC3G inh	MPTP inh	hIAP inh	A3A deaminase	mIAP activ	GRIN3A LBD mod
CCOc1cc(S(=O)(=O)NC2CC(C)(C)NC(C)(C)C2)ccc1F	2	0.96	7	-1	-2.6	4	0	0.93	-1
CC1(C)CC(=O)CC(C)(C)N1OC(=O)c1ccncc1	-3	0.95	-5	1	0.1	5	2	1	0
COc1ccccc1CNC(=O)c1cccc(N(C)C)c1	-2	1	7	-4	-11	0	-4	0.93	6
O=C(COC(=O)Cc1ccc(Cl)cc1)NCc1ccc2c(c1)OCO2	-4	0.99	5	-4	0.0	1	-3	0.95	3
CCOC(=O)CCCCCN(Cc1ccccc1)S(=O)(=O)c1ccc([N+](=O)[O-])cc1	0	0.97	14	1	0.1	3	0	0.86	-1
COc1cc(OC)c2c(-c3ccccc3)cc(=O)oc2c1C(CCN1CCOCC1)c1ccc2c(c1)OCO2 (stereo unspecified)	.	.	3	2	-1.2	.	2	0.97	-1
Cc1cc(C(c2nnnn2Cc2ccccc2)N2CCOCC2)c(C)n1-c1ccc2c(c1)OCO2 (stereo unspecified)	-4	1	-4	5	3.8	-1	-5	1	-2
Cc1ccc(C(=O)C[n+]2cc(Br)cc(Br)c2)cc1[N+](=O)[O-]	-1	0.88	6	-10	-1.0	12	6	0.94	-2
O=C(NCC1CCCO1)c1ccccc1-c1nc(-c2ccccc2)no1 (stereo unspecified)	3	1.1	-8	-7	2.3	-7	-4	1.1	0
CC(C)(C)NC(=O)C(=O)N/N=C/c1ccc(F)cc1	-1	0.96	9	0	0.9	4	5	0.91	0
O=C(c1ccc(Cl)cc1)N1CCCC(c2ccccc2)=N1	-2	1.2	11	2	2.6	-18	2	0.89	-16
Cc1cccc(NC(=O)[C@@H]2CCCN2S(=O)(=O)c2ccc(Cl)cc2)c1	0	0.95	-2	-1	-2.0	5	-1	1	1
CCOC(=O)N1CCN(C(=O)CSc2nnc(COc3ccc(Cl)cc3)o2)CC1	-2	1	3	-2	0.2	-5	2	0.97	0
Cn1ncc(C#N)c1/N=C/N1CCOCC1	-6	1.1	-2	11	-2.0	-9	-1	1	3
CCN(CC)CCN1C(=O)C(=O)/C(=C(/O)c2cnn(-c3ccccc3)c2C)C1c1ccc(C)o1 (stereo unspecified)	0	0.8	5	-2	-2.5	20	0	0.95	7
O=C(CNC(c1ccccc1)c1ccccc1)Nc1cc([N+](=O)[O-])ccc1Cl	-3	0.81	14	0	3.1	19	1	0.86	-3
CCOC(=O)c1ccccc1NC(=O)COc1ccccc1	3	0.93	5	-2	-1.1	8	-2	0.95	1
Cc1ccc(S(=O)(=O)c2nc(S(C)(=O)=O)sc2N2CCC(C)CC2)cc1	-8	0.83	2	-7	-2.3	17	-5	0.98	0
Cc1cccc(OCC(=O)N/N=C/C=C/c2ccco2)c1	-2	1	34	10	-1.5	-3	15	0.66	-1
COc1ccc(C(CNC(=O)c2ccc(S(=O)(=O)N3CCCC3)cc2)N(C)C)cc1OC (stereo unspecified)	-1	1.2	-13	1	1.9	-16	-1	1.1	0

Ordered by SMILES length (rising): three of the compounds above
SMILES	beta cell repl	hIAP act	mIAP block	APOBEC3G inh	MPTP inh	hIAP inh	A3A deaminase	mIAP activ	GRIN3A LBD mod
COc1ccccc1CNC(=O)c1cccc(N(C)C)c1	-2	1	7	-4	-11	0	-4	0.93	6
CC1(C)CC(=O)CC(C)(C)N1OC(=O)c1ccncc1	-3	0.95	-5	1	0.1	5	2	1	0
CCOC(=O)CCCCCN(Cc1ccccc1)S(=O)(=O)c1ccc([N+](=O)[O-])cc1	0	0.97	14	1	0.1	3	0	0.86	-1

In the list so far, these contain fluorine.
SMILES	beta cell repl	hIAP act	mIAP block	APOBEC3G inh	MPTP inh	hIAP inh	A3A deaminase	mIAP activ	GRIN3A LBD mod
CCOc1cc(S(=O)(=O)NC2CC(C)(C)NC(C)(C)C2)ccc1F	2	0.96	7	-1	-2.6	4	0	0.93	-1
CC(C)(C)NC(=O)C(=O)N/N=C/c1ccc(F)cc1	-1	0.96	9	0	0.9	4	5	0.91	0

Further records follow.
SMILES	beta cell repl	hIAP act	mIAP block	APOBEC3G inh	MPTP inh	hIAP inh	A3A deaminase	mIAP activ	GRIN3A LBD mod
COc1ccc2c(c1OC)C(=O)OC2n1c(O)c(N=NC(C)=O)c2ccccc21 (stereo unspecified)	-2	0.99	3	-5	3.2	1	-1	0.97	0
CC(CN1CCOCC1)OC(=O)/C=C/c1ccccc1 (stereo unspecified)	6	1	-7	-2	-0.1	-1	4	1.1	0
COCCCN1C(=O)c2ccc(C(=O)OCC(=O)N(CCC#N)c3cc(C)cc(C)c3)cc2C1=O	0	1.1	2	-9	-0.9	-13	-4	0.98	-1
CC1(C)Cc2nc3oc4c(N(CCO)Cc5ccccc5)ncnc4c3cc2CO1	4	0.93	-4	2	1.8	7	1	1	-10
COc1ccc(OC)c(C(=O)Cn2c3[n+](c4ccc(C(F)(F)F)cc42)CCCCC3)c1	-3	0.9	-3	-13	1.0	10	2	1	0
COc1ccc(C(=O)Nc2cc(C)nn2-c2ccc(C)cc2)cc1	0	1.1	-2	2	2.4	-13	5	1	5
CCOc1ccc(-n2c(=O)c3c4c(sc3n(CC(=O)NCC3CCCO3)c2=O)CCCC4)cc1 (stereo unspecified)	-1	1.1	9	-2	0.7	-10	2	0.91	0
O=C(CCCCCC(=O)N(CCO)CCO)N(CCO)CCO	3	1	2	-5	-0.4	-1	-3	0.97	0
CC1=NN(C(=O)Cc2ccc([N+](=O)[O-])cc2)C(O)(c2ccccc2)C1 (stereo unspecified)	2	0.96	3	-8	0.2	4	-6	0.97	-1
O=C1c2ccccc2-c2cccc(C(=O)N3CCN(C(=O)c4ccccc4)CC3)c21	-2	0.99	-5	-10	4.1	1	1	1	0
COC(=O)c1sc2ncccc2c1OCc1ccc(Cl)cc1Cl	1	0.98	5	-1	4.0	2	5	0.95	0
CC(C)CN(C(=O)COC(=O)c1c(Cl)ccc(Cl)c1Cl)C1CCS(=O)(=O)C1 (stereo unspecified)	-2	0.96	9	-11	-3.5	4	2	0.91	2
Cc1ccc(NC(=O)Cc2nc(-c3c[nH]c(C(=O)N4CCCC4)c3)cs2)c(C)c1	3	1.1	7	-10	-0.9	-12	-4	0.93	-1
O=c1c[n+]([O-])c2ccccc2n1OCc1ccccn1	-3	1.1	-13	-1	0.6	-10	-2	1.1	-1
COc1cc(C(C)=O)ccc1OCC(O)CN1CCN(c2ccccn2)CC1 (stereo unspecified)	1	0.91	-8	-5	0.2	10	-3	1.1	0
O=C(CCC(=O)c1cccs1)NCc1ccccc1Cl	-3	1	6	3	-1.0	-5	1	0.94	1
COc1ccc(NC(=O)c2ccc3c(c2)C(=O)N(Cc2cccnc2)C3=O)cc1	6	0.92	1	-8	-1.4	8	-5	0.99	0
O=S1(=O)N=C(c2ccccc2)c2ccccc21	1	0.87	-1	-2	0.2	13	6	1	-1
Cc1ccc(C(=O)Nc2nc(-c3ccccn3)cs2)cc1S(=O)(=O)N1CCOCC1	-6	1.4	8	0	-3.6	-42	-2	0.92	0
O=[N+]([O-])c1ccc2n[nH]nc2c1	-3	0.97	0	-5	1.2	3	-2	1	-4
OCC1(CCc2ccccc2)CCN(Cc2ccccc2Cl)CC1	0	0.92	-3	-11	10	8	2	1	2
CCCCC1(c2ccc(F)cc2)NC(=O)N(CC(=O)N2CCN(C(=O)c3ccco3)CC2)C1=O (stereo unspecified)	-1	1	6	-2	-0.6	-2	7	0.94	1
O=C(CN1CCN(C(=O)c2ccco2)CC1)N1CCc2[nH]c3ccccc3c2C1	-2	1	2	-9	.	-4	0	0.97	-2
CSc1ccc(CN(C)CC(=O)Nc2ccc(NC(C)=O)cc2)cc1	2	1.1	-8	-9	13	-7	3	1.1	-2
O=[N+]([O-])c1cccc(/C=C/c2nc[nH]c2[N+](=O)[O-])c1	-2	0.98	12	4	28	2	2	0.88	16*
CSCCC(NC(=O)c1ccccc1Cl)C(=O)N1CCN(C(C)=O)CC1 (stereo unspecified)	2	0.98	0	-5	-2.3	2	-6	1	1
CC(C)=CCC/C(C)=C/CCC(C)NCCN1CCNCC1 (stereo unspecified)	-7	1.2	2	-3	.	-16	-4	0.98	.
Cc1ccc(NC(=O)C2=CCN(S(=O)(=O)c3ccc(F)cc3)CC2)cc1	1	0.93	-1	-7	0.0	7	-2	1	0
COc1ccccc1CNC(=O)COC(=O)CSc1ccc(F)cc1	-2	1.2	10	1	-1.0	-21	-3	0.9	2
CCc1nnc(NS(=O)(=O)c2ccc(NC(=O)c3ccccc3C)cc2)s1	1	0.97	1	-3	2.2	3	1	0.99	-2
Cc1ccc(-c2cn(-c3ccc(SC(F)F)cc3)c3[n+]2CCC3)cc1	-3	0.88	5	-5	-0.3	12	-1	0.95	-2
CC1=NN(c2ccccc2)C(=O)/C1=C/c1ccc[nH]1	1	0.81	15	-9	0.1	19	-4	0.85	17*
CCCC[C@H]1COCCS(=O)(=O)N1Cc1ccc(C)cc1	-4	1.1	-11	-1	-0.7	-6	0	1.1	-2
COc1ccc(CCNc2ccc(C(CC(N)=O)NC(=O)c3cc(OC)ccc3OC)cc2[N+](=O)[O-])cc1 (stereo unspecified)	-4	0.92	12	-5	1.0	8	2	0.88	42*
Cc1ccccc1CSc1ccc2nnc(-c3ccccn3)n2n1	0	0.92	0	-6	-0.3	8	6	1	-3
COc1ccccc1N(CC(O)CN1CCC(C)CC1)S(=O)(=O)c1ccccc1 (stereo unspecified)	0	1.1	-10	7	-0.5	-6	5	1.1	0
CC1CCCC(C)N1C(=O)COC(=O)Cc1ccc(Cl)cc1 (stereo unspecified)	-3	0.97	-9	-5	-0.3	3	-4	1.1	-2
O=C(CCNS(=O)(=O)c1ccc(Br)cc1)NC1CCC(O)CC1 (stereo unspecified)	8	0.78	8	-7	-0.2	22	-6	0.92	2
Oc1ccc(N=Cc2ccc(-c3cccs3)s2)cc1	-6	0.81	20	7	-0.8	19	2	0.81	27*
O=C(CCC(=O)Nc1cccc2ccccc12)N/N=C/c1ccco1	0	0.96	-8	2	21	4	-3	1.1	-4
O=C(Nc1cc(C(=O)N2CCCC2)ccc1N1CCCC1)c1ccccc1F	2	0.92	0	-6	-2.0	8	-2	0.99	-2
O=C(O)CCc1ccc(-c2ccc(F)cc2)n1CCC(=O)O	-1	0.99	4	-2	-1.1	1	-5	0.96	3
COc1ccc(Cl)cc1NC(=O)N1CCN(CCc2ccccc2)CC1	-3	0.94	3	-9	-0.3	6	-10	0.97	1
Cc1ccc(NS(=O)(=O)c2ccc3[nH]c(=O)[nH]c3c2)cc1	-2	1.2	15	0	0.3	-16	0	0.85	1
Cc1cc(=O)n(C)c2ccccc12	0	1.1	8	-4	-2.5	-5	1	0.92	0
COc1ccc(OCC(O)CN(C)C(=O)/C=C/c2cccc([N+](=O)[O-])c2)cc1 (stereo unspecified)	0	1.3	8	-10	1.7	-30	7	0.92	0
COc1ccc(CNc2nc(C)cc(C)c2C#N)cc1	4	1.1	-5	-5	1.1	-10	-6	1	3
Nc1nc(SCCN2C(=O)c3ccccc3C2=O)n[nH]1	-1	0.96	-3	-12	4.0	4	-4	1	0
CC(=O)c1ccccc1OC(=O)c1ccc([N+](=O)[O-])o1	-3	1.1	-7	-7	1.1	-6	0	1.1	-1
CCNC(=O)O/N=C(\C)c1sc(-c2ccccc2)nc1C	-1	0.98	-4	-3	1.8	2	-3	1	0
COc1cc(C(=O)NCCOc2ccc(Cl)cc2)ccc1OCc1c(C)noc1C	-4	1.1	-10	-2	0.1	-10	6	1.1	2
O=C1CC(c2ccccc2)CC(=O)N1c1ccccc1	0	0.97	7	-15	2.0	2	-5	0.93	-1
